CD11b adhes enh – increases human CD11b/CD18 adhesion to fibrinogen; P05107+P11215; K562 CD11b/CD18 adhesion to fibrinogen, ATPlite luminescence; activation, % at 10 µM; hit rate 0.07% among 93,000;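 active = 10 µM primary screen giving 50% or more activity, confirmed by 40% or more on retest at that dose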; note: strong numbers were not always called active; reference of the scale not given here
Target sequence (P05107 whole entry, looked up, other chains not shown): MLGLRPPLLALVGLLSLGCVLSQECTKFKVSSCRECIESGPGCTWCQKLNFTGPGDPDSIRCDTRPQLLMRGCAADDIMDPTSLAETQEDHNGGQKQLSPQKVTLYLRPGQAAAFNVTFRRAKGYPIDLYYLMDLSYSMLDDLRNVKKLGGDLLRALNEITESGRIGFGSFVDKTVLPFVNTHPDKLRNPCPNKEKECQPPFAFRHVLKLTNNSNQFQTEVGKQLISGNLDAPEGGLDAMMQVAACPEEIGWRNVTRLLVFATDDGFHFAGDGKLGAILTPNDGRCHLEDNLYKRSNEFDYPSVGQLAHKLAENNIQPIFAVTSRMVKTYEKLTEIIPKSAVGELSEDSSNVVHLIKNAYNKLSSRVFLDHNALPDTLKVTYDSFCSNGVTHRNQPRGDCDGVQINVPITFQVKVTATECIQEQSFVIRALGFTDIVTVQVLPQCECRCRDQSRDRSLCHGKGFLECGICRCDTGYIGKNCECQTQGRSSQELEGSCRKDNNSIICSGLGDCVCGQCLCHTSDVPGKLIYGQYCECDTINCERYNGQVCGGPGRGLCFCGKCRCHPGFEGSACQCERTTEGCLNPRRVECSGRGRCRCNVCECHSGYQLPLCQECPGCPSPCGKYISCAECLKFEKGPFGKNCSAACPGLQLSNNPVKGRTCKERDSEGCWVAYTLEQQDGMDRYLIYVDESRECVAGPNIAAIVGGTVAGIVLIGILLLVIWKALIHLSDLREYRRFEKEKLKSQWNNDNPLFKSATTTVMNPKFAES
* marks the source's active call; other numbers are inactive results. Some of the compounds tested; count on the stated rates, not on these rows.

| # | canonical_smiles | CD11b adhes enh |
| --- | --- | --- |
| 1 | O=C(C=C1CCN(c2ncc(C(F)(F)F)cc2Cl)CC1)NNC(=O)Nc1ccc(Cl)cc1 | -6 |
| 2 | O=C(CN(Cc1ccccc1F)S(=O)(=O)c1ccc(Cl)cc1)NCCC1=CCCCC1 | 4 |
| 3 | CC(=O)N(C)c1ccc(OCC(O)Cn2c3ccc(Cl)cc3c3cc(Cl)ccc32)cc1 (configuration not stated) | 1 |
| 4 | CCOc1ccccc1NC(=O)CSC1=C(C#N)C(c2ccco2)C(C(=O)Nc2nc3ccccc3s2)=C(C)N1 (configuration not stated) | 86 |
| 5 | CCC(=O)Nc1cccc(-c2cn3ccccc3n2)c1 | -2 |
| 6 | O=C(O)c1cc(-c2ccc(N3CCOCC3)cc2)nn1-c1ccc(F)cc1F | -4 |
| 7 | COc1ccc(CC(=O)Nc2ccc3nc(C)sc3c2)cc1OC | 0 |
| 8 | COc1cccc(-n2c(SCC(=O)Nc3ccc4c(c3)CCC4)nc3ccccc3c2=O)c1 | -2 |
| 9 | CCn1c2ccccc2c2cc(/C=N/NC(=O)c3ccc(O)cc3)ccc21 | 16 |
| 10 | Cc1cc(-c2n[nH]c(=S)n2Cc2ccco2)nn1C | 5 |
| 11 | CC1=CC(=O)C(C(C)C)=C/C1=N\OC(=O)c1cccc2nc(C)oc12 | 18 |
| 12 | O=C(Cc1cccc2ccccc12)N/N=C/C=C/c1cccc([N+](=O)[O-])c1 | 14 |
| 13 | CN1C(C)(C)CC(=NOC(=O)c2ccccc2)CC1(C)C | -2 |
| 14 | Cc1sc2c(c1C)CN(Cc1ccncc1)CN2C(=O)c1ccco1 | 1 |
| 15 | Cc1ccc(C(=O)OCC(=O)Nc2ccc(N(C)C)cc2)cc1NC(=O)c1ccco1 | -5 |
| 16 | Cc1cccc(CSc2ccc(-c3ccco3)nn2)c1 | 6 |
| 17 | O=C(NCc1ccccc1)C(c1ccccc1)N(Cc1cccs1)C(=O)c1cnccn1 (configuration not stated) | 1 |
| 18 | O=C(COc1ccc([N+](=O)[O-])cc1)N/N=C/c1cc([N+](=O)[O-])ccc1N1CCOCC1 | 5 |
| 19 | CC(=C/C(=O)O)/C(=C/c1ccccc1)C(=O)O | -3 |
| 20 | CCOC(CCNC(=O)c1cn(-c2cccc(C)n2)cn1)OCC | -2 |
| 21 | O=C(COC(=O)c1ccccc1NC(=O)C1CC1)c1ccc2c(c1)OCCO2 | 3 |
| 22 | CCCCc1ccc(NC(=S)Nc2ccc(Nc3ccc(OC)cc3)cc2)cc1 | -8 |
| 23 | CCOc1ccc(NC(=O)c2ccc(CNc3c(NC4CCCCC4)c(=O)c3=O)cc2)cc1 | 92 |
| 24 | CC(C)CC(C)NNC(=O)c1cc2ccccc2[nH]1 (configuration not stated) | -3 |
| 25 | CC(C)Oc1ccc(CNC(=S)N/N=C/c2cccnc2)cc1 | -5 |
| 26 | CSc1nc(-c2ccc(Cl)cc2)nn1C(=O)c1ccccc1 | 1 |
| 27 | Cc1ccc(-c2[nH]nc(N)c2N=Nc2ccccc2C)cc1 | 1 |
| 28 | C/C(=N\NC(N)=O)c1ccc(Cl)cc1 | -2 |
| 29 | Cc1cccc(OCCC(=O)Nc2ccc(C)c(S(=O)(=O)N3CCCCC3)c2)c1 | -2 |
| 30 | CCOc1ccc(/C=C/C(=O)Nc2ccc(N3CCOCC3)cc2)cc1 | -3 |

Part of the list above, with the structure last:
#	CD11b adhes enh	SMILES
20	-2	CCOC(CCNC(=O)c1cn(-c2cccc(C)n2)cn1)OCC
21	3	O=C(COC(=O)c1ccccc1NC(=O)C1CC1)c1ccc2c(c1)OCCO2
22	-8	CCCCc1ccc(NC(=S)Nc2ccc(Nc3ccc(OC)cc3)cc2)cc1
23	92	CCOc1ccc(NC(=O)c2ccc(CNc3c(NC4CCCCC4)c(=O)c3=O)cc2)cc1
24	-3	CC(C)CC(C)NNC(=O)c1cc2ccccc2[nH]1 (configuration not stated)
25	-5	CC(C)Oc1ccc(CNC(=S)N/N=C/c2cccnc2)cc1
26	1	CSc1nc(-c2ccc(Cl)cc2)nn1C(=O)c1ccccc1

The main list resumes with the five entries that preceded the break.
| # | canonical_smiles | CD11b adhes enh |
| --- | --- | --- |
| 26 | CSc1nc(-c2ccc(Cl)cc2)nn1C(=O)c1ccccc1 | 1 |
| 27 | Cc1ccc(-c2[nH]nc(N)c2N=Nc2ccccc2C)cc1 | 1 |
| 28 | C/C(=N\NC(N)=O)c1ccc(Cl)cc1 | -2 |
| 29 | Cc1cccc(OCCC(=O)Nc2ccc(C)c(S(=O)(=O)N3CCCCC3)c2)c1 | -2 |
| 30 | CCOc1ccc(/C=C/C(=O)Nc2ccc(N3CCOCC3)cc2)cc1 | -3 |
| 31 | CC(C)(C)C(=O)NC(=S)Nc1cc(C(F)(F)F)ccc1N1CCOCC1 | 4 |
| 32 | COc1ccnc(Oc2ccc(F)cc2)c1C(=O)N/C=N/OCc1ccc(Cl)cc1Cl | 21 |
| 33 | CCCn1c(SCC(=O)c2cc(C)n(-c3ccc4c(c3)OCO4)c2C)n[nH]c1=O | -1 |
| 34 | COc1ccc(-c2ccnc(-c3ccc(OCCCF)cc3)n2)cc1 | 1 |
| 35 | C=C(C)CNC(=S)Nc1cccc2cnccc12 | -2 |
| 36 | Cc1c(NC(=O)c2ccc(N3CCCC3)c([N+](=O)[O-])c2)cccc1-c1nc2ccccc2s1 | -1 |
| 37 | Cc1ccsc1/C=C(\C#N)C(=O)Nc1c(C)n(C)n(-c2ccccc2)c1=O | 1 |
| 38 | FC(F)(F)c1nnc(-c2ccccc2)nc1Oc1ccccc1 | -3 |
| 39 | COc1ccc2c(c1)c(C(O)CN1CCC(Cc3ccccc3)CC1)c(C)n2C (configuration not stated) | 0 |
| 40 | CN1C(=O)C2(C(C#N)=C(N)N(c3ccc(Cl)cc3)C3=C2C(=O)CC(C)(C)C3)c2ccccc21 (configuration not stated) | 1 |
| 41 | Cc1cc2c(c(=O)n1C)C(C(C)C)C(C#N)=C(N)O2 (configuration not stated) | 2 |
| 42 | COC(=O)CNC(=O)COc1ccccc1 | 0 |
| 43 | COc1cc(OC)c(NC(=S)Nc2cccc(C)c2)cc1Cl | 4 |
| 44 | CC1=C(C(=O)Nc2ccccc2)C(c2ccc(O)cc2)N2C(=O)CSC2=N1 (configuration not stated) | -4 |
| 45 | COC(=O)c1c(CCl)noc1C(=O)NC(C)C | -3 |
| 46 | COc1ccc(CCNc2nncc(=O)[nH]2)cc1OC | -1 |
| 47 | Cc1ccc(CNC(=O)c2ccccc2SCC(=O)NCC2CCCCC2)cc1 | 0 |
| 48 | Cc1cc(C)cc(NC(=O)C(OC(=O)C2=COCCO2)c2ccccc2)c1 (configuration not stated) | 1 |
| 49 | Cc1ccc(CN(Cc2ccc(C)o2)C(=S)NCC(=O)O)cc1 | -2 |
| 50 | N/C(=N\OC(=O)c1ccc(Cl)cc1Cl)c1ccc(Cl)cc1 | -6 |
| 51 | Cc1cc(C(=O)NCC(=O)OC(C(=O)Nc2cc(C(F)(F)F)ccc2Cl)c2ccccc2)ccc1[N+](=O)[O-] (configuration not stated) | 5 |
| 52 | Cc1sc(=NC(=O)c2ccco2)n(C)c1-c1ccc(Cl)cc1 | -1 |
| 53 | Cc1cc(OCCCC(=O)NC2=NCCS2)ccc1Cl | 1 |
| 54 | COc1cc([N+](=O)[O-])ccc1NC(=O)CCCOc1cccc(C)c1C | 3 |
| 55 | O=C(NCc1cccnc1)/C(=C\c1ccc(-c2ccc(Br)cc2)o1)S(=O)(=O)c1ccccc1 | 0 |
| 56 | Cc1ccc(C(=O)NCC(=O)OC(C)C(=O)NCCC2=CCCCC2)cc1C (configuration not stated) | 1 |
| 57 | S=C(NCc1cccnc1)Nc1ccc(Cl)c(Cl)c1 | -3 |
| 58 | COc1ccc(C)cc1N(C(=O)COc1cccc(F)c1)c1nc2ccccc2s1 | 5 |
| 59 | CN(Cc1ccccc1)c1nc(N)c([N+](=O)[O-])c(NCc2ccccc2)n1 | 3 |
| 60 | CCC1CCC(c2nnc(-c3ccc([N+](=O)[O-])cc3)o2)CC1 (configuration not stated) | 0 |
| 61 | Cc1c(C(=O)Nc2ccc(Cl)cc2)c2ccccn2c1C(=O)c1ccccc1 | -2 |
| 62 | O=C1CCc2cc(S(=O)(=O)N3CCC(C(=O)NCc4ccccn4)CC3)ccc2N1 | 1 |
| 63 | CC(C)N1C/C(=C/c2ccsc2)C(=O)/C(=C/c2ccsc2)C1 | -1 |
| 64 | CN(CC(=O)Nc1cccc2c1CCCC2)S(=O)(=O)c1ccc(Cl)cc1 | -2 |
| 65 | Cc1ccc(C(=O)OCCN2CCN(c3ncc(C(F)(F)F)cc3Cl)CC2)cc1 | -8 |
| 66 | CN(C)c1cccc(C(=O)OCc2cc(=O)oc3cc(O)ccc23)c1 | 64 |
| 67 | CCN=C1S/C(=C\c2ccc(OCC)c(OC)c2)C(=O)N1CC | -6 |
| 68 | CN(Cc1ccccc1)C(=S)NC(=O)c1ccc(-c2ccccc2)cc1 | 3 |
| 69 | Cc1ccc(-c2nc(C)sc2CC(=O)Nc2cccc(C)c2C)cc1 | 1 |
| 70 | Cc1ccc(NC(=O)/C(=C\c2ccccc2)NC(=O)/C=C/c2ccccc2)cc1 | -8 |
| 71 | Cc1cccc(C)c1-n1c(C)cc(/C=N/NC(N)=S)c1C | -7 |
| 72 | O=C(N/N=C\C=C\c1ccc2c(c1)OCO2)C1COc2cc3ccccc3cc2O1 (configuration not stated) | 4 |
| 73 | COc1ccc(C(=O)N/N=C(\C)Cn2nc([N+](=O)[O-])cc2C)cc1 | -3 |
| 74 | Cc1cccc(-n2ncc(C#N)c2-n2cccc2)c1 | -3 |
| 75 | CCc1cc2c3c(c1)/C(=C1/SC(N)=NC1=O)C(=O)N3C(C)(C)C=C2C | 46 |
| 76 | COc1ccc(C(=O)Nc2ccc(S(=O)(=O)Nc3nccnc3OC)cc2)cc1 | 4 |
| 77 | Cc1cccc(NC(=O)COC(=O)Cc2cccc(C(F)(F)F)c2)c1C | -3 |
| 78 | COc1ccc2c(c1)c(CC(=O)Nc1ccc(C(C)=O)cc1)c(C)n2C(=O)c1ccc(Cl)cc1 | -2 |
| 79 | O=C(Nc1cccc(F)c1)c1ccccc1-c1ccccc1 | 11 |
| 80 | CC(Sc1ccccc1)C(=O)Nc1ccc(N2CCOCC2)cc1 (configuration not stated) | -9 |
| 81 | COc1cc(/C=C2\SC(=S)N(Nc3ncc(C(F)(F)F)cc3Cl)C2=O)ccc1O | 4 |
| 82 | CCNc1nc(NCC)n2c(SC(C)C(=O)c3ccc(C)cc3)nnc2n1 (configuration not stated) | -2 |
| 83 | N#CC1=C(N)N2C(=C(C#N)C1c1ccc(Br)cc1)Nc1ccccc12 (configuration not stated) | -10 |
| 84 | Cc1ccc(NS(=O)(=O)c2cccc(C(=O)NCCc3c[nH]c4ccccc34)c2)c(C)c1 | -3 |
| 85 | O=C(Nc1ccc(N2CCCC(O)C2)cc1)c1snc2c(=O)[nH]cnc12 (configuration not stated) | 24 |
| 86 | Cc1ccc2cc(COC(=O)C3CCCO3)c(=O)[nH]c2c1 (configuration not stated) | -5 |
| 87 | O=C1c2ccccc2-c2cccc(NS(=O)(=O)c3ccc(C(F)(F)F)cc3)c21 | -12 |
| 88 | Cc1ccc(NC(=O)c2c(Cl)n(C)c3ccccc23)cc1 | 8 |
| 89 | O=C(COC(=O)Cc1cccc2ccccc12)Nc1ccccc1-c1ccccc1 | 5 |
| 90 | c1ccc(-c2nc3ccccc3c3nc4ccccc4n23)cc1 | 22 |

The listing continues:
item	smiles	CD11b adhes enh
91	Cc1c(NC(=O)c2ccc3c(c2)C(=O)N(CC2CCCO2)C3=O)cccc1C(=O)O (configuration not stated)	-2
92	Cc1nn(-c2ccccc2)c(C)c1/C=N/NC(=O)c1cc(-c2ccccc2)n[nH]1	-5
93	OCCNCc1ccc(-c2ccccc2)cc1	-2
94	O=C1C2C(c3ccccc3)(C(=O)N1c1ccc(Cl)cc1)C2(c1ccccc1)c1ccccc1 (configuration not stated)	6
95	CC(=O)N1N=C(c2cccc([N+](=O)[O-])c2)OC1c1ccccc1Cl (configuration not stated)	6
96	CCCCN1C(=O)CC(C(=O)O)C1c1ccc(OC)cc1 (configuration not stated)	-3
97	CCN1CCC2(CC1)N=C(c1ccc(F)cc1)C(=S)N2C(=O)c1ccc(C)cc1	-1
98	CCCCCC(=O)N/N=C(\C)c1ccccn1	-7
99	Cc1cc(NC(=O)c2c(Cl)c(C)nn2C)no1	0
100	COC(=O)c1nc2cc3c(cc2c(C)c1C(=O)OC)OCO3	-1
101	O=C(N/N=C/c1ccc(Br)cc1)c1cc[n+](Cc2ccccc2)cc1	0
102	O=S(=O)(N/N=C\c1cccnc1)c1ccccc1	-3
103	CC(C)C(=O)NC(Nc1cccc2cccnc12)C(Cl)(Cl)Cl (configuration not stated)	-1
104	COCCNC(=O)c1onc(CSc2ccc(F)c(F)c2)c1C(=O)O	-3
105	O=C1OC(N2CCN(C/C=C/c3ccccc3)CC2)c2ccccc21 (configuration not stated)	3
106	CC(Sc1nc2cc(Cl)ccc2s1)C(=O)Nc1ccc2c(c1)OCO2 (configuration not stated)	1
107	Cc1ccc(C2=CC(c3cccs3)n3nnnc3N2)cc1 (configuration not stated)	-7
108	C/C(=N\NC(=O)c1csc2ccccc12)c1ccc(O)cc1	-4
109	Cc1cc(C(=O)OCC(=O)Nc2ccc(F)c(F)c2)c(C)o1	2
110	COc1cccc2cc(NC(=O)C3CCCCC3)c(=O)oc12	3
111	COc1cc(C(C(=O)NC2CCCCC2)N(Cc2cccs2)C(=O)Cc2c[nH]c3ccccc23)cc(OC)c1OC (configuration not stated)	-3
112	O=C1CCCC2=C1C(c1ccsc1)CC(=O)N2c1nnc(SCc2ccccc2)s1 (configuration not stated)	-2
113	CC(C)CNS(=O)(=O)c1ccc(CCC(=O)Nc2cc(Cl)ccc2Oc2ccccc2)cc1	0
114	CCN(CC)S(=O)(=O)c1ccc(NC(=O)c2cc(-c3ccccc3)nc3ccccc23)cc1	-2
115	COCCN(C(=S)Nc1cccc(C)c1)C(C)c1cccs1 (configuration not stated)	3
116	Cc1ccc(NC2=C(NC(=O)c3ccccc3)C(=O)c3ccccc3C2=O)cc1Cl	41
117	Cc1ccc(CNC(=O)C(Cc2ccccc2)NS(=O)(=O)c2ccc3c(c2)CCC(=O)N3)cc1 (configuration not stated)	3
118	Cc1ccc(N2C(=O)CC(Sc3nc(-c4ccccc4)c4cc(Cl)ccc4n3)C2=O)c(C)c1 (configuration not stated)	3
119	O=C(Nc1nccs1)c1ccc(-c2ccc(Cl)cc2Cl)o1	2
